KKLEB tox = cytotoxicity in KKLEB CF airway cells, primary screen, cytotoxicity control for CF NF-kB inhibitor project, cell-based, uHTS, fluorescence assay plates | KKLEB CF airway cells viability, ATPlite luminescence, overnight; stronger effect = lower value; cells stimulated with P. aeruginosa culture filtrate | activity change (cytotoxicity), % at 5 µM | 0.36% of 360,000 active;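 active = corrected activity change at or below -50% at 5 µM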
NR5A2 inv ag = LRH-1 (NR5A2) inverse agonists, primary screen, cell-based, luminescence, HEK293T, StAR-luciferase reporter; inhibition, % at 3.6 µM; Nuclear receptor subfamily 5 group A member 2 (Homo sapiens), O00482; LRH-1 transfected, 24 h; 0.13% of 360,000 active;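 active = inhibition above the mean inhibition of all tested compounds plus 3 SD, cut at about 73% in these data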;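 also: 0% = DMSO wells and 100% = reporter-only cells lacking LRH-1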
NCOA3 inh = SRC3 coactivator transcriptional activity inhibitors, primary screen, cell-based, luminescence. inhibition, % at 3.6 µM. HEK293 GAL4-SRC3 luciferase reporter. 0.17% of 360,000 active. Nuclear receptor coactivator 3 (Homo sapiens), Q9Y6Q9;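 active = inhibition above a per-campaign cutoff, the mean of all compounds plus 3 SD, cut at about 60% in these data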;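 also: 0% = DMSO-treated cells and 100% = gossypol-treated cells at 36 µM; higher means less SRC3-driven luciferase light from the GAL4 reporter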
NCOA2 inhibitor = inhibition of GAL4-SRC2 driven luciferase reporter, primary screen, SRC2 inhibitor project, cell-based, luminescence; HEK293 GAL4-SRC2 luciferase reporter; Nuclear receptor coactivator 2 (Homo sapiens), Q15596; AID 651957, 2012; inhibition, % at 9 µM; 0.17% of 370,000 active;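 active = inhibition above the mean inhibition of all tested compounds plus 3 SD, set per campaign, cut at about 52% in these data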;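 also: 0% = DMSO treated cells and 100% = cells given Gossypol at 36 µM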
Target sequence (Q15596 whole entry, looked up, the tested form may be a part): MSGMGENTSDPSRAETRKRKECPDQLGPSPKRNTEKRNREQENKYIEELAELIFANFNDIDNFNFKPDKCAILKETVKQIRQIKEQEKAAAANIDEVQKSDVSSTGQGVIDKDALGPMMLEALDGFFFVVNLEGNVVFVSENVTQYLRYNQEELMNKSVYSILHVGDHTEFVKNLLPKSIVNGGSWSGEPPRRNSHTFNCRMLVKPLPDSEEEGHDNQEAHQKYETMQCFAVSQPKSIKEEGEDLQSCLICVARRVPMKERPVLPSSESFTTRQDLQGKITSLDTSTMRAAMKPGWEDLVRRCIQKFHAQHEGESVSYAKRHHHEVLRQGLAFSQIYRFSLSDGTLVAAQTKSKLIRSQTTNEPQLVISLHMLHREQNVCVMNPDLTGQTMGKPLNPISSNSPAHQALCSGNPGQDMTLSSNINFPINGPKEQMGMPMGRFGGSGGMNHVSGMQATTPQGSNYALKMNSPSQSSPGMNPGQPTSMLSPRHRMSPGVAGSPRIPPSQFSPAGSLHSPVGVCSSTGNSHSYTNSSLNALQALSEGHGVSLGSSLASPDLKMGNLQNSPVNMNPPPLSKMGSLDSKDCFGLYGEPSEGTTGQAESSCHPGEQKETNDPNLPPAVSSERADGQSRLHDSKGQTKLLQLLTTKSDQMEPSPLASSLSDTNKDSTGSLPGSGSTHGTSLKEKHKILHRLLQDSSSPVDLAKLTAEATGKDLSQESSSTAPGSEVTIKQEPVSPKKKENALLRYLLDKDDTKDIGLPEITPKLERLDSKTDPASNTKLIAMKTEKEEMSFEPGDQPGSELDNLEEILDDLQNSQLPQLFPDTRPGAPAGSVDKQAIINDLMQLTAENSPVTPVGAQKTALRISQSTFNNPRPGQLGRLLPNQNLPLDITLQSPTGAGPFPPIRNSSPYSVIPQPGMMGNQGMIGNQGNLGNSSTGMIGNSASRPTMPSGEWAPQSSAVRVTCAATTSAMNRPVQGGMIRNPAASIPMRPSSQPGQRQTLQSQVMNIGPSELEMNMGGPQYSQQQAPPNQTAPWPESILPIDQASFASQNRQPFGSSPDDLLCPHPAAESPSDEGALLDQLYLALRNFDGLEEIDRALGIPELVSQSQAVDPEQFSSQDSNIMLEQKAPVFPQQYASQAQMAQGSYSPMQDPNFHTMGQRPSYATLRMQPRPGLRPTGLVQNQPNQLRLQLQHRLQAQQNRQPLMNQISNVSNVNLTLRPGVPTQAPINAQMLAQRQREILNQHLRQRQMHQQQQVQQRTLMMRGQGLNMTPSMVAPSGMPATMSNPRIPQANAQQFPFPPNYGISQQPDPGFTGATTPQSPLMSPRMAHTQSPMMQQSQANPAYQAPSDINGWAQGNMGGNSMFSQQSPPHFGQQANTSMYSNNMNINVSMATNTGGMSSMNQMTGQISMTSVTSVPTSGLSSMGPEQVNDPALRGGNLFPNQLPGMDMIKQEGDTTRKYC
TWEAK Fn14 block = inhibitors of TWEAK-Fn14 signaling, primary screen, luciferase reporter cells, uHTS; AID 1159606, 2016; inhibition, % at 10 µM; TWEAK-stimulated Fn14 reporter cells, luciferase luminescence, 8 h; 2% of 360,000 active; in the data active = inhibition above about 50%
TRAIL sens C8 = viability loss with TRAIL in NB7+C8 cells, primary screen, TRAIL sensitizer project, cell-based, ATPlite luminescence; inhibition (viability loss, TRAIL sensitization), % at 10 µM; 1% of 360,000 active;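 active = compounds causing at least 50% loss of cell viability in the single-dose screen, relative to plate controls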
CF NFkB block = inhibitors of PAF-induced NF-kB signaling, primary screen, cell-based, GFP fluorescence, uHTS. 0.86% of 360,000 active. inhibition, % at 5 µM. KKLEB NF-kB-GFP reporter, GFP fluorescence overnight;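 active = at least 50% inhibition at 5 µM, scaled per plate between neutral and stimulator controls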;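 also: PAF is a Pseudomonas aeruginosa culture filtrate used as stimulus; plate controls were PAF-stimulated DMSO wells for no effect and unstimulated DMSO wells for full effect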
TROY NFkB inh = inhibitors of TROY-driven NF-kB signaling, primary screen, Q293 LMP1-TROYcd cells, NF-kB luciferase, uHTS; 0.98% of 360,000 active; inhibition, % at 10 µM; Q293 LMP1-TROYcd NF-kB luciferase reporter, 4 h; AID 1347056, 2019;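 active = compounds whose plate-normalised and pattern-corrected inhibition of the luciferase reporter signal at the single screening dose is 50% or more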
COUP-TFII inh = NR2F2 transcriptional activity inhibitors, primary screen, cell-based, luciferase reporter, HEK293T, luminescence; HEK293T NGFI-A luciferase reporter; AID 686940, 2013; 0.7% of 370,000 active; inhibition, % at 8.6 µM;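 active = inhibition above a per-plate cutoff, mean inhibition of test wells between control levels plus 3 SD, cut at about 38% in these data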;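 also: cells cotransfected with COUP-TFII expression vector driving the NGFI-A reporter; 0% = median of COUP-TF2 test wells and 100% = reporter-only cells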
NCOA1 inh = SRC1 coactivator transcriptional activity inhibitors, primary screen, cell-based, luminescence. Nuclear receptor coactivator 1 (Homo sapiens), Q15788. HEK293 GAL4-SRC1 luciferase reporter. inhibition, % at 3.6 µM. 0.12% of 360,000 active. AID 588354, 2011;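 active = inhibition above the campaign mean plus 3 SD, with each screening campaign given its own cutoff, cut at about 60% in these data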;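 also: 0% = DMSO treated cells and 100% = gossypol at 36 µM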
LMP1 NFkB inh = EBV LMP1-driven NF-kappaB luciferase reporter inhibitors, primary screen, cell-based, luminescence, single point; LMP1-induced NF-kappaB luciferase reporter cells; inhibition, % at 12.5 µM; 0.69% of 350,000 active; AID 504558, 2011; in the data active = inhibition above about 41%;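 also: 0% = neutral control wells and 100% = reference inhibitor control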
Starred values were filed as active, the others as inactive; / = no result given; & = joins results of further samples.

SMILES	KKLEB tox	NR5A2 inv ag	NCOA3 inh	NCOA2 inhibitor	TWEAK Fn14 block	TRAIL sens C8	CF NFkB block	TROY NFkB inh	COUP-TFII inh	NCOA1 inh	LMP1 NFkB inh
CC(C)CN(C(=O)COC(=O)c1c(Cl)ccc(Cl)c1Cl)C1CCS(=O)(=O)C1 (stereo unspecified)	6.2	15.9	14.9	3.0	-13.8	-8.8	-11.3	-9.2	-1.9	7.1	-1.7
CC1(C(=O)NS(=O)(=O)c2ccc3c(c2)CCO3)CCN1C(=O)CCC1CCCC1 (stereo unspecified)	-6.7	-10.7	10.4	22.4	1.8	-22.2	0.2	-8.7	-1.1	-21.8	/
COCCCN1C(=O)c2ccc(C(=O)OCC(=O)N(C)c3ccccc3)cc2C1=O	-8.9	5.2	3.6	-50.5	11.1	-8.3	-3.7	-3.7	5.3	1.4	0.1
Cc1cc(NC(=O)c2ccc(NC(=O)C(C)Oc3ccccc3)cc2)no1 (stereo unspecified)	-2.1	-2.3	-1.7	-27.6	-6.5	-12.7	-6.8	-13.9	1.1	-1.8	1.7
O=C(O)c1cccc(-n2sc3ccccc3c2=O)c1	10.0	-0.1	-3.5	-18.0	-9.7	-19.5	-1.3	-15.2	9.8	-13.0	-0.7
COCCNC(=O)Cn1c(=O)n(C)c2ccccc21	-3.6	14.6	2.9	-7.3	3.8	-0.1	-3.7	-5.9	-7.4	-5.3	-1.3
CCCNC(=O)N1CCN(Cc2ccco2)CC1	7.5	-3.9	16.4	-0.9	5.3	1.6	-20.6	-1.9	9.6	-41.2	-4.7
COC(=O)CC1Oc2ccc(C)cc2NC1=O (stereo unspecified)	12.0	7.6	5.5	-10.4	14.9	2.8	13.6	-26.7	-7.2	-0.4	6.5
C[C@H](NC(=O)c1nc[nH]c1C(=O)N1CCN(c2ccccc2)CC1)C(=O)OCc1ccccc1	-9.9	-3.4	-17.3	-5.0	-14.4	-8.9	8.6	13.2	1.5	-4.5	2.6
CCN(CC)S(=O)(=O)c1cccc(C(=O)N/N=C/c2ccc(O)c(O)c2O)c1	5.1	-7.3	2.5	-6.3	-22.9	47.5	3.0	4.1	4.6	-3.1	-11.0
CCCCNC(=O)c1ccc(CNc2c(N3CCC(C(=O)OCC)CC3)c(=O)c2=O)cc1	10.0&16.2	11.3&13.0	4.2&-13.6	-11.3&10.9	-3.2&2.1	-23.2&-3.0	2.4&1.4	-3.6&16.6	-12.3&13.3	-21.7&3.9	-4.8&2.3
COc1ccc(-c2cnc3c(NC=O)cc(-c4ccc(S(C)(=O)=O)cc4)cn23)cc1OC	-23.9	50.5	-11.9	12.0	-26.6	20.0	40.7	38.4	14.1	6.1	/
COc1ccc2cc(C(c3nnnn3C(C)(C)C)N3CCSCC3)c(=O)[nH]c2c1 (stereo unspecified)	-3.8	-24.9	-7.4	18.4	0.1	6.9	2.2	6.8	13.6	4.9	-9.9
O=C(NC(=S)NCc1cccnc1)c1cc(Br)ccc1Cl	-6.2	12.1	15.7	-2.6	-30.2	-7.9	6.4	-9.5	8.4	3.9	-2.6
COc1cccc(SCc2noc(C(=O)NC(C)C)c2C(=O)NC(C)C)c1	-6.0	8.1	-22.7	4.5	0.5	-2.5	26.1	6.1	-1.8	-3.5	-2.9
COCCCNC(=O)/C=C/c1ccc(OCc2c(F)cccc2Cl)cc1	6.5	13.8	19.4	27.6	-0.1	2.2	-9.8	14.8	33.9	18.8	10.1
CN(C)/C=C1\C(=O)N(c2ccc(F)cc2F)C(c2cccnc2)S1(=O)=O (stereo unspecified)	1.5	-0.9	13.1	17.3	-13.1	-9.8	-0.1	-0.5	-12.4	9.5	-13.9
Nc1c(S(=O)(=O)c2ccccc2)c2nc3ccccc3nc2n1CCN1CCOCC1	2.4	0.3	8.6	-6.6	10.5	-11.3	-1.2	0.4	-1.4	-25.1	-7.5
C/C(N)=C(/C#N)C(=O)CSc1nc2ccccc2c(=O)n1CCCOC(C)C	-14.7	-30.2	0.0	23.3	-6.3	-3.0	-5.6	18.4	-12.0	0.4	-26.1
COc1ccc(C)cc1NC(=O)c1ccc(OCc2c(C)noc2C)cc1	-2.9	13.8	18.0	-33.9	-14.8	7.2	-5.5	-13.6	-14.5	5.2	4.8
COc1ccc(C(=O)Nc2nnc(S(=O)(=O)N3CCOCC3)s2)cc1	-6.8	-1.4	-1.6	-31.1	17.1	-3.9	-9.5	4.4	3.2	-0.6	-5.1
O=C(CCSCc1ccc(Cl)cc1)NCCC1=CCCCC1	6.1	/	/	-16.2	-12.9	-5.3	-4.9	2.0	9.0	/	6.0
O=C(C[N+]12CC[N+](CC(=O)c3ccc(F)cc3)(CC1)CC2)c1ccc(F)cc1	-6.8	12.1	-0.2	27.8	24.4	-0.4	19.3	-26.3	4.1	-25.6	-6.3
CSc1nc2nc3c(c(=O)n2[nH]1)CCC3	-1.7	8.4	1.3	5.6	-0.4	-3.8	-17.7	9.2	0.2	3.6	1.8
COC(=O)[C@@]1(Cc2ccc(F)cc2)[C@H]2c3cc(C(=O)N4CCCC4)n(CC4CC4)c3C[C@H]2CN1C(=O)c1ccccc1	/	7.4	/	16.9	14.7	17.0	/	-9.8	12.5	/	/
COc1ccc(-c2nc(CS(=O)CC(=O)NC(C)CCc3ccccc3)c(C)o2)cc1OC (stereo unspecified)	-6.3	5.5	3.6	-5.2	-28.0	-2.8	16.1	6.7	-1.9	6.9	2.3
COc1ccc(-n2c3c(cc(C(=O)N4CCCCC4)c2=O)C(=O)CC(C)(C)C3)cc1	0.4	16.1	-8.7	-19.1	-5.8	-4.1	-8.0	-21.4	-12.7	-6.5	-4.6
Cc1ccc(/C=N/Nc2ccc(F)cc2F)s1	6.5	-16.2	-30.3	-16.8	1.0	-1.9	1.8	-21.9	-16.1	-6.5	-27.1
O=C(c1ccco1)N1CCN(C23CC4CC(CC(C4)C2)C3)CC1	3.4	1.6	-0.2	-12.3	-3.6	-2.3	5.4	10.8	-18.5	-20.9	-9.5
Cc1cccc(N2CC(C(=O)O)CC2=O)c1 (stereo unspecified)	3.2	1.1	2.8	10.0	0.5	2.4	3.9	-1.1	0.6	2.2	-4.7
COc1cc(/C=C/C(=O)OCC(=O)c2ccc[nH]2)cc(OC)c1OC	-4.9	18.1	3.1	-7.8	-0.7	-20.1	-12.0	-13.0	-22.2	1.5	0.1
Cn1c(CC(=O)NNC(=O)c2ccc(F)cc2Cl)nc2ccccc21	-0.9	-2.2	-14.6	3.0	9.0	9.8	-7.9	10.9	3.3	-27.5	1.8
Cn1c(=O)c2c(ncn2Cc2cc(-c3ccccc3)no2)n(C)c1=O	0.1	2.6	15.1	9.5	-6.0	6.0	-12.0	8.7	17.6	-65.0	-0.5
CC(OC(=O)c1ccc(NC(=O)CC#N)cc1)C(=O)NC(=O)NC1CCCCC1 (stereo unspecified)	-7.1	7.6	-15.2	3.5	24.6	1.9	14.0	-1.8	10.2	21.7	9.1
N#C/C=C(/N)N1CCN(c2ccc(Cl)c(Cl)c2)CC1	4.4	6.7	6.8	-5.6	1.7	-11.1	3.0	4.2	6.8	-4.8	-9.2
Cn1[nH]c(=O)c2ccccc2c1=O	9.7	16.1	17.8	-19.5	4.5	17.4	7.2	-5.3	2.8	13.4	-17.1
O=C(Cn1cnc2cc([N+](=O)[O-])ccc2c1=O)NC1CCS(=O)(=O)C1 (stereo unspecified)	-8.3	19.2	16.5	9.4	-8.7	-1.4	-1.8	-2.6	16.4	0.6	2.1
Cc1cc(C)nc(NC(=O)c2cc([N+](=O)[O-])cc([N+](=O)[O-])c2)n1	-1.6	2.4	11.7	-41.0	12.4	-3.8	-12.6	5.5	-0.5	13.9	-12.8
O=C(OCC(=O)N1CCOCC1)c1cc(=O)[nH]c2ccccc12	-8.9	-15.7	-18.1	-1.9	29.6	-18.5	21.5	-6.6	-1.5	-2.0	4.2
COc1ccc(S(=O)(=O)Cc2ccc(C(=O)O)o2)cc1	16.5	8.4	-10.5	11.9	11.5	6.6	0.9	0.8	9.3	8.5	1.8
Cc1ccc(/C=C/C(=O)Nc2nnc(C)s2)o1	11.4	-17.1	-0.7	-35.2	11.8	5.0	-12.1	-1.9	-13.2	-18.5	-9.7
CCOC(=O)c1c(C)[nH]c(C)c1S(=O)(=O)NCCc1cccs1	2.0	-12.1	18.9	25.5	3.1	1.4	1.3	9.0	-0.3	-2.3	-5.0
OC1CCCCC1Sc1nc2ccccc2s1 (stereo unspecified)	-4.1	-103.9	-43.4	-53.4	-11.5	13.2	1.6	-62.8	-27.0	-85.9	-5.6
CN(C)S(=O)(=O)c1cccc(NC(=O)c2c[nH]c3ccccc23)c1	2.3	-5.5	-1.5	-16.0	4.7	-14.1	1.4	-23.8	-9.0	-23.8	-12.5
COc1ccc(NC(=O)CN(CC(=O)Nc2ccc(OC)cc2)C(C)(C)CO)cc1	2.9	-12.9	2.3	-38.1	-1.5	16.6	7.4	-27.9	-18.1	14.1	-4.9
Cc1cc(C)cc(C(=O)NCC(=O)N2CCC(C(N)=O)CC2)c1	0.1	9.6	16.9	-4.0	3.3	2.7	6.9	-3.0	-0.2	-9.6	5.4
O=C(OCCOCCOC(=O)Oc1ccccc1)Oc1ccccc1	0.4	24.7	0.7	-38.7	-5.0	21.4	0.2	1.0	-18.5	-1.2	-0.3
COc1ccc(C2=NN(C(N)=S)C(c3ccccc3)C2)cc1 (stereo unspecified)	-4.0	-26.3	-27.1	-29.5	29.3	-4.6	17.3	-25.4	-10.2	-25.3	-10.5
COc1ccc(/C=C2\SC(=O)N(CCNC(=O)Cc3coc4cc(OC)ccc34)C2=O)cc1	-3.4	-14.6	-20.2	-13.2	41.3	14.9	-27.1	0.6	-15.3	-20.3	-9.3
CC(c1ccccc1)n1cnc2ccccc2c1=O (stereo unspecified)	-7.0	3.7	-3.5	2.2	-13.6	-3.6	11.3	4.2	9.5	-4.2	10.7
COc1ccc2nc(N3C(=O)CC(Cc4ccc(Cl)cc4)C3=O)sc2c1 (stereo unspecified)	-2.4	2.3	23.1	3.1	16.0	-11.7	-3.2	-8.6	17.8	-6.9	1.1
COc1cc(OC)cc(C(=O)Nc2ccc(S(=O)(=O)Nc3cnc4ccccc4n3)cc2)c1	-10.1	-23.4	-0.1	-26.0	12.5	-15.0	5.2	1.4	17.1	-3.9	/
CCOc1ccccc1-n1c(CN2CCN(C(=O)c3ccco3)CC2)nc2ccccc2c1=O	-8.7	-6.6	-6.2	7.3	17.0	3.5	26.6	-33.6	28.5	6.6	-0.9

Source: PubChem (several laboratories)
